# CDK5 inh – inhibitors of human CDK5/p35 kinase, primary screen, biochemical, single concentration. actives 0.01% (n = 330,000). Cyclin-dependent kinase 5 (Homo sapiens) + Cyclin-dependent kinase 5 activator 1 (Homo …. Recombinant CDK5/p35, ADP-Glo luminescence, 60 min. inhibition, % at 10 µM. AID 488839, 2010;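 active = highest replicate inhibition of at least 50% and at least 75% of replicates reaching 50%; inconclusive = only one of the two criteria met; inactive = both criteria failed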;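 note: plate controls were DMSO neutral control for no effect and GW8510 at 10 µM for full effect; many of its hits are not listed in these tables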
# Target sequence (Q00535 whole entry, looked up): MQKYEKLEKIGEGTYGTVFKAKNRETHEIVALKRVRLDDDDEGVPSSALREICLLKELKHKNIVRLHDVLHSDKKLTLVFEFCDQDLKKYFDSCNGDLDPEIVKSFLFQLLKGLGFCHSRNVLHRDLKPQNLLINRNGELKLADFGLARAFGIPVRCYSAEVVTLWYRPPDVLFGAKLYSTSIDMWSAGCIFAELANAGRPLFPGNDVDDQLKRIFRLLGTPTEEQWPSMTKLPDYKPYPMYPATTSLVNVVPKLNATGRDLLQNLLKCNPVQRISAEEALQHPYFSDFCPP
# Target sequence (Q15078 whole entry, looked up): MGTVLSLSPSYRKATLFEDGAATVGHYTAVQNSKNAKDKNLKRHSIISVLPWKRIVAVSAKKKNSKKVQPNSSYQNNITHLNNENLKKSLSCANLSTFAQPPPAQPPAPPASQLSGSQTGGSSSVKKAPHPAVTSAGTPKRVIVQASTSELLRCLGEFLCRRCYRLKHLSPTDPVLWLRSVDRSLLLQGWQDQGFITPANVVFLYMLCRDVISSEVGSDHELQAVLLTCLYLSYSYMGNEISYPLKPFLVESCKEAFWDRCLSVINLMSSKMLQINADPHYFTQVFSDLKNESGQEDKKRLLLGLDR
# V-ATPase pHluor – regulators of yeast V-ATPase proton pumping, primary screen, pHLuorin cytosolic pH fluorescence | S. cerevisiae | response, % at 10 µM | actives 0.37% (n = 350,000); in the data active = response mostly above about 7.3%, no sharp cut-off; inactive = mostly below about 5.4%; note: actives read high; inactives centre near 0; some compounds called inactive have numbers as strong as hits
# MITF TRPM1 HTS – activators of MITF-driven TRPM1 promoter reporter, primary screen, cell-based, SK-MEL-5, luciferase, single point; SK-MEL-5 TRPM1-promoter luciferase, 24 h; % of positive control, neutral wells = 0; activation, % at 12.5 µM; actives 0.75% (n = 300,000); AID 588334, 2011;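 active = mean activation of at least 80% with every replicate also reaching 80%; inconclusive = mean reaches 80% but some replicate falls short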;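 note: 0% = neutral control wells and 100% = parthenolide positive control wells; values of inactives mirror those of a sister screen read the other way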
# dFosB activator – activators of delta FosB homodimer, primary screen, biochemical, fluorescence polarization, TAMRA-CDK5 oligo, single point. activation, % at 25 µM. purified delta FosB; percent of positive-control signal above neutral wells. AID 493131, 2011. actives 0.99% (n = 340,000). Protein FosB (Mus musculus), P13346;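 active = mean activation above about 17%, with every replicate also reaching it, limit read from the data, passing the limit was not always enough; inconclusive = only one of the two conditions met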;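 note: fluorescence polarization rise as delta FosB binds a TAMRA Cdk5 AP-1 oligo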
# Target sequence (P13346 whole entry, looked up): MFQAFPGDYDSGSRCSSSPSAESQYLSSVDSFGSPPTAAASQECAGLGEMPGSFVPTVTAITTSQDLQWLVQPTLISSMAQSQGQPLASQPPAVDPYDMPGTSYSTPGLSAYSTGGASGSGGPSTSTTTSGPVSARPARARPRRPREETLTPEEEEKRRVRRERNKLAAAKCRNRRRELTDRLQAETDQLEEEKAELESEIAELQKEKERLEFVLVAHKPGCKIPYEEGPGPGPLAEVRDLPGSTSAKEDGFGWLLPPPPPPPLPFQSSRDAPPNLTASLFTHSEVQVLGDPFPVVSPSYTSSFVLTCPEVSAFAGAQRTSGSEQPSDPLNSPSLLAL
# CAL PDZ FP-1 – CAL PDZ peptide-binding inhibitors, primary screen, biochemical, fluorescence polarization, Cer-tagged CAL PDZ, HTS; purified CAL PDZ, TMR-peptide fluorescence polarization, 1 h; inhibition, % at 20 µM; actives 0.02% (n = 330,000); AID 504414, 2011;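 active = highest replicate inhibition of at least 40%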;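 note: plate controls were DMSO neutral control wells for no effect and unlabeled competitor peptide control wells for full effect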
#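 Test system: tagged CAL PDZ domain / Buffer or medium: sodium phosphate/NaCl buffer pH 7.4 with TCEP, IgG, Thesit / Reagent: TMR-labelled reporter peptide T*-PRC34 bound in PDZ groove / Compound dosing: single point, 20 µM / Schedule: 1 h incubation at room temperature before polarization reading / Technique: fluorescence polarization (mP) / Benchmarks: unlabelled peptide, DMSO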
# Tat transport – E. coli Tat export inhibitors, primary screen, MC4100, TorA-mCherry reporter, fluorescence, single point; inhibition, % at 10 µM; actives 0.036% (n = 340,000);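 active = mean replicate inhibition at least 50% and at least half of replicates individually reaching 50%; inconclusive = only one of the two criteria met; inactive = neither criterion met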;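 note: exported cargo escapes ClpAP degradation while cytoplasmic cargo is degraded and loses fluorescence; 0% = median of neutral control wells and 100% = median of NaSCN control wells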
# Rtt109 HAT inh – inhibitors of C. albicans Rtt109/Vps75 HAT, primary screen, biochemical, ThioGlo CoA-SH fluorescence, plate reader. actives 0.16% (n = 330,000). inhibition, % at 34.9 µM. Histone acetyltransferase RTT109 (Candida albicans (strain SC5314 / ATCC MYA-2876)), …. purified Rtt109/Vps75, 4 h;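 active = inhibition of at least 50% in every replicate; inconclusive = best replicate reaches 50% inhibition but some replicates fall short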
# Wnt bcat act – Wnt/beta-catenin pathway activators, primary screen, cell-based, plate reader, single point; Wnt/beta-catenin reporter cell assay, activator; activation, % at 9.35 µM; actives 1.2% (n = 300,000); AID 743398, 2014; in the data active = activation above about 30%, passing the limit was not always enough; inconclusive = no clear call, values can overlap the other calls;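 note: 0% = neutral control wells and 100% = positive control wells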
# CAL PDZ FP-2 – untagged CAL PDZ binding inhibitors, primary screen, biochemical, fluorescence polarization, HTS. purified CAL PDZ, TMR-peptide fluorescence polarization, 1 h. inhibition, % at 24.9 µM. actives 0.92% (n = 300,000). AID 602252, 2012;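 active = mean inhibition of at least 30% with at least half of replicates also reaching 30%; inconclusive = no clear call, values can overlap the other calls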;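 note: 0% = DMSO neutral control and 100% = excess unlabeled competitor peptide PRC23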
# cardiac RTF act – cardiac RTF calcium sensitivity activators, primary screen, biochemical, IANBD-TnC fluorescence, EC20 calcium; AID 493008, 2010; IANBD-labeled TnC RTF fluorescence at EC20 calcium; 0% EC20 calcium, 100% full calcium; activation, % at 7.2 µM; Troponin I, cardiac muscle (Homo sapiens) + Troponin T, cardiac muscle (Homo sapiens) + …; actives 0.24% (n = 340,000);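 active = activation above the mean over all tested compounds plus 3 SD, cut at about 30% in these data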;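 note: rise in fluorescence read as greater calcium sensitivity of cardiac thin filaments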
# * = called active by the depositor; ? = inconclusive; · = no result given. No enrichment for hits. Share with any hit: about 4.1%.
SMILES,CDK5 inh,V-ATPase pHluor,MITF TRPM1 HTS,dFosB activator,CAL PDZ FP-1,Tat transport,Rtt109 HAT inh,Wnt bcat act,CAL PDZ FP-2,cardiac RTF act
CSc1ncc(Cl)c(C(=O)Nc2ccccc2C)n1,0.6,1,-14,5,-1.8,-15,-28,1,-1,-1
Cc1c(C(=O)NCc2ccco2)oc2c(Cl)cccc12,-0.7,-1,-21,-2,-0.8,-6,0,-4,2,-4
COc1ccc(CCN(C)c2ccc(S(=O)(=O)N3CCCC3)cc2[N+](=O)[O-])cc1OC,0.8,1,4,-2,-0.1,4,6,-3,-4,-3
CC(C)c1c(C(=O)N/N=C/c2ccncc2)nnn1-c1nonc1N,-1.3,1,8,-1,-0.9,-1,-24,-1,5,0
O=C1C=C(c2ccc(F)nc2)C[C@@H](c2ccc3c(c2)OCO3)C1,0.2,1,5,-13,0.1,-4,2,0,-1,1
O=C(O)c1ccc(NNC(=S)Nc2cc(C(F)(F)F)ccc2Cl)cc1,0.5,1,·,-15,-2.8,5,6,7,-1,0
COc1ccccc1N1CCN(C(c2ccccn2)c2nnnn2C2CCCCC2)CC1 (stereo unspecified),-0.4,3,13,-6,-1.9,0,49,-3,-5,7
CCC1Oc2ccccc2N(CC(=O)NCc2ccco2)C1=O (stereo unspecified),-4.9,0,-10,-7,-0.5,8,-2,-1,·,1
CCOC(=O)C1(Cc2cccc(F)c2)CCN(CC(O)CO)CC1 (stereo unspecified),-3.4,3,4,-10,-0.1,1,-9,1,-4,5
CCCCCC(=O)Nc1ccc(C(=O)N/N=C/c2ccc([N+](=O)[O-])cc2)cc1,1.0,4,-15,-5,-0.5,-1,0,-4,-4,-4
C=CCn1c(N)c(C(=O)Nc2cccc(C)c2)c2nc3ccccc3nc21,1.1,-5,20,-1,0.9,4,4,-10,10,-7
c1ccc(-n2c(Sc3cnccn3)nnc2-c2cccs2)cc1,0.8,6,·,-2,-0.9,1,-8,2,-5,6
C/C=C/c1ccc(OCC(=O)OCc2csc(Nc3ccc(C)cc3)n2)c(OC)c1,0.4,0,36,0,-1.2,-2,2,-1,-3,5
O=C(C1CCCO1)N(Cc1ccccc1)c1ccccc1 (stereo unspecified),-1.1,-3,0,2,0.4,-4,-2,0,6,2
Cc1c(/C=N\NC(=O)c2ccc([N+](=O)[O-])cc2)cnn1C,0.7,-3,2,3,0.5,-4,1,-2,11,1
CSCCC(NC(=O)c1ccco1)C(=O)NCC1CCCCC1 (stereo unspecified),0.4,-4,-6,-4,0.2,1,19,5,-3,3
CCOc1ccc(NS(=O)(=O)c2cccc(C(=O)NCC3(N(C)C)CCCCC3)c2)cc1,-3.0,3,0,-9,0.4,3,1,2,-2,-3
CCOc1ccc(N2CC(C(=O)NCCC3=CCCCC3)CC2=O)cc1 (stereo unspecified),-0.2,-5,-7,-7,-2.3,-2,-4,1,0,-1
Fc1ccc(-n2c(-c3cc(C4CC4)[nH]n3)n[nH]c2=S)cc1Cl,1.9,-6,6,-7,-1.7,5,26,4,-5,2
CCOc1ncccc1C(=O)OCC(=O)Nc1ccc(Cl)cn1,0.1,4,-2,-12,-0.4,4,3,0,·,-6
Cc1ccc(-c2nc3ccccc3o2)cc1NC(=S)NC(=O)c1cccs1,-0.5,1,50,-12,-0.8,-4,5,·,-1,1
COc1ccc(Br)cc1CNC(=O)c1ccc2c(c1)N(C)CCS2,0.0,0,9,1,0.3,-7,-3,0,0,3
C=CCOc1ccc(/C=N/n2nnnc2N)cc1OC,3.9,-2,·,-7,-0.2,1,5,0,-2,-4
O=C1Nc2ccc([N+](=O)[O-])cc2C1(O)N1CCCCC1 (stereo unspecified),8.9,-2,2,-2,-0.8,12,4,·,-3,2
CCc1nc(SCc2cc(Cl)ccc2OC)n[nH]1,-2.6,-1,5,-5,-2.7,17,·,·,11,6
CN(C)c1ccc(C(C(=O)NC2CCCC2)N(C(=O)c2ccco2)C2CC2)cc1 (stereo unspecified),-2.2,-3,-7,2,-1.0,6,19,-1,-5,-1
C/C(=C\c1ccccc1)C(=O)NC1CCSC1=O (stereo unspecified),-0.7,1,-10,-3,0.2,14,-5,-3,-1,7
COc1cccc(CNC(=O)C2CCC(CNc3c(N4CCC(C)CC4)c(=O)c3=O)CC2)c1 (stereo unspecified),-0.8,2,11,0,0.9,2,4,0,-1,4
Cc1cc([N+](=O)[O-])nn1CC(=O)NC(C)c1ccccc1 (stereo unspecified),-0.8,-1,-3,-9,-1.6,4,1,0,-20,-6
c1ccc(OCCSc2nnc3sc4ccccc4n23)cc1,-4.8,2,-33,-10,-1.3,9,·,0,-3,6
O=C(Nc1nc2ccc(Cl)cc2s1)c1ccc(N2CCCCC2)c([N+](=O)[O-])c1,2.6,2,-8,?,-0.9,-1,-10,-8,5,1
COC(=O)[C@]1(Cc2ccccc2)N[C@H](CN(C)C(=O)Nc2ccc(C(F)(F)F)cc2)[C@@H]2C(=O)N(C)C(=O)[C@@H]21,0.2,3,0,-10,0.8,2,2,-1,-1,-6
CCOC(=O)c1c(NC(=O)CSc2nc3cc(Cl)ccc3c(=O)n2Cc2ccco2)sc(C(=O)N(C)C)c1C,-0.1,1,-6,-4,-2.5,-10,-1,-17,0,17
CCOc1cc(C=C(C(=O)OC)C(=O)OC)ccc1OCc1ccc([N+](=O)[O-])cc1,-1.6,2,-56,2,-0.6,4,8,·,-3,2
O=S(=O)(c1cccs1)n1cccn1,-0.8,0,·,-4,-2.5,2,·,-2,-1,-2
O=C(CCNc1ccc(Br)cc1)c1cccc([N+](=O)[O-])c1,-8.6,5,-13,-2,-1.7,29,-4,0,-1,5
O=C(NCC(=O)N1CCN(C(c2ccccc2)c2ccccc2)CC1)c1ccccc1F,0.8,-4,·,-7,-2.2,2,-2,-3,-1,1
CCOC(=O)Cn1c(=O)n(Cc2ccco2)c(=O)c2ccc(C(=O)NCCc3ccccc3)cc21,-0.4,3,3,-1,-2.7,18,4,-4,-37,4
COc1ccc(/C=C(/NC(=O)c2cccc([N+](=O)[O-])c2)C(=O)O)cc1OC,0.5,10,-13,-3,-1.7,?,26,1,-3,12
COc1cc(Cl)ccc1OCc1cc(C(=O)NCc2cc(C(C)C)no2)no1,-0.3,1,60,-9,6.2,7,4,51*,-1,-1
CCN(CC1CCCO1)C(=O)CCc1nnc(CCc2ccccc2OC)o1 (stereo unspecified),-0.4,4,6,-15,-1.6,-3,-9,2,1,-1
Nc1sc2c(c1C(=O)NC1CCS(=O)(=O)C1)CCCC2 (stereo unspecified),-1.2,-6,·,9,-0.6,-7,3,-1,-7,3
Cn1cnnc1SC1c2cccc3cccc(c23)C1NS(=O)(=O)c1ccc(Cl)cc1 (stereo unspecified),0.9,2,0,-3,-0.9,-4,-4,·,-1,2
Cc1ccc(NC(=O)c2ccc(Cl)c(N3C(=O)CCC3=O)c2)cc1,1.2,-2,2,8,-2.1,-4,5,1,0,-3
CC(=O)c1ccc(Sc2nnc(C)s2)c([N+](=O)[O-])c1,-0.3,-3,1,4,-1.9,5,-4,1,-2,-6
O=C(NCC(c1ccco1)N1CCc2ccccc2C1)c1cccc(Br)c1 (stereo unspecified),-1.2,-1,-2,-5,-1.7,3,6,-4,13,-3
O=C1NCCCN1Cc1ccc(F)cc1,-0.3,7,11,-1,-0.9,3,-3,·,·,-4
Cc1ccccc1OCC(=O)Nc1sc2c(c1C#N)CCC2,1.0,2,36,-2,0.0,-5,3,-1,-5,-2
COc1ccc(S(=O)(=O)N(C)c2ccc(C(=O)NCc3ccco3)cc2)cc1,-0.8,-2,-14,-9,-1.1,3,-2,1,-5,3
COc1ccccc1CC(=O)NNC(=O)c1cccs1,-0.2,3,-26,-8,-0.6,-6,-7,1,·,5
COc1ccc(NC(=O)C2CCCN2S(=O)(=O)c2ccc3c(c2)CCC(=O)N3)cc1 (stereo unspecified),-0.2,-1,0,-3,0.3,10,4,0,-2,3
CC(C)OC(=O)CSc1nnc(Cc2ccccc2)n1CC1CCCO1 (stereo unspecified),-2.1,-2,-10,-11,-3.0,0,-15,-7,-2,-5
Cc1cc(C)c(OCCN2C(=O)NC(C)(C)C2=O)c(Cl)c1,0.6,-1,-4,-14,0.0,6,-5,-6,-2,-4
COc1ccccc1C(=O)NCc1n[nH]c(=S)n1Cc1ccccc1,-0.2,-3,-6,-14,-2.6,2,-14,-1,0,11
O=C(CN(Cc1ccccc1)C(=O)CCC(=O)Nc1nccs1)NCC1CCCO1 (stereo unspecified),0.9,5,10,-4,-1.4,-5,14,-1,1,2
COc1ccccc1NC(=S)NNC(=O)c1c(Cl)c(C)nn1C,1.8,-1,-10,3,·,-13,-15,2,-2,6
CCCOc1ccc(C2C3=C(Nc4nc(N)[nH]c(=O)c42)c2ccccc2C3=O)cc1 (stereo unspecified),-1.2,10,-1,7,-4.0,-3,9,-2,0,-1
C#CCn1c(S(=O)(=O)Cc2ccccc2Cl)nc(-c2ccccc2)c1-c1ccccc1,-0.3,-1,-15,-6,·,2,9,·,-2,-10
O=C(OCCN1C(=O)c2ccccc2C1=O)Oc1ccccc1,-0.1,-2,6,-7,-1.6,1,2,-1,-4,4
CC(C)CC(=O)CC1(O)C(=O)Nc2ccccc21 (stereo unspecified),-4.6,1,-6,6,0.1,5,-12,-1,·,-1
Clc1ccc2c(N/N=C/c3cccnc3)ccnc2c1,-7.0,-2,-19,-27,-6.3,-11,-14,1,1,1
CC(=O)NC(NC(=S)N1CCCCCC1)C(Cl)(Cl)Cl (stereo unspecified),0.4,5,13,0,-1.0,-8,8,-1,-3,4

# Screening data: PubChem BioAssay, several laboratories
